Screening results: PubChem BioAssay, several laboratories
TRPC4 potent: positive allosteric modulators of TRPC4, primary screen, cell-based, mouse TRPC4beta, HEK293 mu-opioid, Fluo-4 calcium; DAMGO EC20, Fluo-4 Ca2+ flux; stronger effect = higher value; B-score at 10 µM; 310,000 compounds, 0.42% hits;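 active = B-score of calcium response area above 5 SD of library B-scores, with initial fluorescence ratio within 5 SD of library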;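 also: B-score of integrated fluorescence ratio over time as area under calcium response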
TRPC4 inh: inhibitors of mouse TRPC4 channel, primary screen, Fluo4 calcium, HEK293 TRPC4beta/mu-opioid cells. 300,000 compounds, 0.39% hits. DAMGO-evoked Fluo4 calcium flux; stronger effect = lower value. B-score at 10 µM. Short transient receptor potential channel 4 (Mus musculus), Q9QUQ5;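 active = B-score over 3 SD under the library average, no early fluorescence shift, positive overall ratio signal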
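Test system – stable TRPC4beta/mu-opioid receptor HEK293 cells · Probe or stimulus – DAMGO, a submaximal dose followed by a maximal one · Dosing – one concentration per compound · Signal – Fluo4 calcium fluorescence by kinetic imaging, 5 s 1 Hz baseline · Evaluation – per-well B score of integrated baseline-normalized Fluo4 ratio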
SKKanGAS inh: S. pyogenes SKKanGAS growth inhibitors in kanamycin, primary screen, streptokinase expression inhibitor project, SKKanGAS strain, BacTiter-Glo luminescence; 300,000 compounds, 1.3% hits; AID 1662, 2009; 6 h; inhibition, % at 7.5 µM;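 active = mean replicate score, as percent of positive control median, at least 50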;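 also: strain carries kanamycin resistance gene driven by streptokinase promoter and grows in 40 µg/ml kanamycin; loss of luminescence reflects streptokinase promoter inhibition or plain growth inhibition; 0% = median of DMSO wells and 100% = positive control at its reference dose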
ANO1 block: TMEM16A chloride channel inhibitors, primary screen, cell-based, HTS; normalized B-score (activity score, 25-100; higher = stronger inhibition) at 10 µM; AID 588511, 2011; Anoctamin-1 (Mus musculus), Q8BHY3; HEK293 TMEM16A/YFP iodide influx fluorescence, ionomycin; 310,000 compounds, 1.2% hits;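 active = ratio plate-corrected score three or more library SD toward inhibition, starting fluorescence score within five deviations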;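 also: score derived from kinetic fluorescence span divided by baseline fluorescence per well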
TRPC6 inh: mouse TRPC6 channel inhibitors, primary screen, cell-based, HEK293, membrane potential dye; Short transient receptor potential channel 6 (Mus musculus), Q61143; ACh-evoked depolarization; stronger effect = lower value; B-score at 10 µM; 310,000 compounds, 1.1% hits; AID 2553, 2010;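 active = B-score under library mean minus 3 SD, initial fluorescence not abnormally high, positive integrated signal ratio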;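 also: B-score derived from integrated fluorescence ratio over the kinetic read; more negative B-score means stronger inhibition of depolarization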
Target sequence (Q61143 whole entry, looked up): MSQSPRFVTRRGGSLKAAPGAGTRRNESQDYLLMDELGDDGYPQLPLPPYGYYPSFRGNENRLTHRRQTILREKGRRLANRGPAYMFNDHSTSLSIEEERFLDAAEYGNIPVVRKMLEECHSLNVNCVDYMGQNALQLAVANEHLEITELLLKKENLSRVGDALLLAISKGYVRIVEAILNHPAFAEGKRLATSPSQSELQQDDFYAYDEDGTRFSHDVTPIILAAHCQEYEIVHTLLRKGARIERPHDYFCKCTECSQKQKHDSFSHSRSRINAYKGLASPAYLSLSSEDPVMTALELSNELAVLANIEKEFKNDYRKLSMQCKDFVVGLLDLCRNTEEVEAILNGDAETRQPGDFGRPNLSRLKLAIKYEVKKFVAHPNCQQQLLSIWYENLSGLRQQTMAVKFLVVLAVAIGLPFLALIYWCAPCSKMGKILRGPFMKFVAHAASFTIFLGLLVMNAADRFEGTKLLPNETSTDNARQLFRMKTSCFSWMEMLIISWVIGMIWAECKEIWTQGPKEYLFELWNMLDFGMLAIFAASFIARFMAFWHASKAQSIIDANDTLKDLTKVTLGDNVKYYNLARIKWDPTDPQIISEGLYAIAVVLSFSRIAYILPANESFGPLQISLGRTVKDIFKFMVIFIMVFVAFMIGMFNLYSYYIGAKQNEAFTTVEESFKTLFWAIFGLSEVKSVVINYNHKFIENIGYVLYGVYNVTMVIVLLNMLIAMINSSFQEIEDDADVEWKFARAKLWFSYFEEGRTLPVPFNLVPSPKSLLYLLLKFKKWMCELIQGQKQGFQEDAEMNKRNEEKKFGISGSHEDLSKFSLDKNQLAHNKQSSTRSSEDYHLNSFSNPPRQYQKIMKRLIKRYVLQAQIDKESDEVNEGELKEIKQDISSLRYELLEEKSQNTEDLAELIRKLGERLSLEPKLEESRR
TRPC4 agonist: activators of mouse TRPC4 channel, primary screen, Fluo4 calcium, HEK293 TRPC4beta/mu-opioid cells; B-score at 10 µM; 310,000 compounds, 0.49% hits; AID 2237, 2010; Fluo4 calcium fluorescence; stronger effect = higher value; Short transient receptor potential channel 4 (Mus musculus), Q9QUQ5;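 active = B-score above 5 SD of library B-scores, and initial fluorescence ratio not above library mean plus 5 SD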;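 also: positive B-score marks a calcium rise read as TRPC4 activation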
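Assay system: HEK293 stable line with TRPC4beta plus mu-opioid receptor; schedule: 45 min room-temperature Fluo4 loading, 110 s read; technique: kinetic Fluo4 calcium fluorescence; evaluation: integrated baseline-normalised fluorescence ratio, converted to per-well B score; controls: buffer (low) and maximal DAMGO (high)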
MrgX1 PAM: positive allosteric modulators of MrgX1, primary screen, HEK293 cells, Fluo-4 calcium flux; FDSS; stronger effect = higher value; AID 588675, 2011; 310,000 compounds, 0.63% hits; Mas-related G-protein coupled receptor member X1 (Homo sapiens), Q96LB2; B-score at 10 µM;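 active = plate-corrected calcium response at least 3 library SD above typical, normal starting fluorescence, not activating the receptor alone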;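 also: compound read alongside a low EC10 to EC30 dose of BAM8-22 agonist; peak minus trough fluorescence over baseline measured at the second addition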
TMEM16A act: TMEM16A chloride channel activators or potentiators, primary screen, cell-based, HTS; Anoctamin-1 (Mus musculus), Q8BHY3; HEK293 TMEM16A/YFP-H148Q/I152L, iodide quench fluorescence; stronger effect = lower value; B-score at 10 µM; 340,000 compounds, 0.3% hits; AID 623877, 2012;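 active = fluorescence-ratio B-score plate-corrected deviation score at least 3 library SD below zero, with starting fluorescence score within 5 deviations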;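 also: channel opened by trigger with iodide after compound preincubation; score built on the fluorescence ratio of max minus min over baseline; more negative score means more quench and so TMEM16A activation or potentiation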
TRPC6 act: mouse TRPC6 channel activators, primary screen, cell-based, HEK293, membrane potential dye | 310,000 compounds, 0.13% hits | B-score at 10 µM | Short transient receptor potential channel 6 (Mus musculus), Q61143 | HEK293-TRPC6 membrane potential dye fluorescence; stronger effect = higher value | AID 2550, 2010;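 active = B-score of the integrated fluorescence ratio above library mean plus 3 SD, and starting fluorescence ratio within library mean plus 5 SD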;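 also: higher score means more depolarization so channel activation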
MrgX1 antagonist: antagonists of human MrgX1 receptor, primary screen, HEK293 cells, Fluo-4 calcium flux. 310,000 compounds, 1.3% hits. BAM8-22 antagonism; stronger effect = lower value. Mas-related G-protein coupled receptor member X1 (Homo sapiens), Q96LB2. B-score at 10 µM. AID 588676, 2011;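 active = calcium-response B-score plate-corrected more than 3 library SD below zero, starting fluorescence within 5 deviations, no agonist response on first addition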;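 also: peak minus trough fluorescence over baseline after final BAM8-22 challenge near maximal dose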
MrgX1 ag: agonists of human MrgX1 receptor, primary screen, HEK293 cells, Fluo-4 calcium flux. Fluo-4 calcium fluorescence, agonist mode; stronger effect = higher value. B-score at 10 µM. 310,000 compounds, 0.44% hits. AID 588627, 2011;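 active = calcium response B-score plate-corrected fluorescence ratio at least 3 library SD, with starting fluorescence B-score inside 5 SD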
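Material: MrgX1-expressing HEK293 cells; input: 15,000 cells per well; doses: test compound given as first of three sequential additions; schedule: overnight plating before 1 h dye loading; technique: Fluo-4 NW calcium-flux fluorescence, kinetic read; evaluation: baseline-normalised fluorescence change ratio, B-scored; control set: plate-wise positive and negative controls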
The depositor's hits bear a star; i = inactive; . = not tested or not shown; & = joins results of further samples.

Every second line gives: TRPC4 potent, TRPC4 inh, SKKanGAS inh, ANO1 block, TRPC6 inh, TRPC4 agonist, MrgX1 PAM, TMEM16A act, TRPC6 act, MrgX1 antagonist, MrgX1 ag
COC(=O)CC1C(=O)NCCN1Cc1cn(-c2ccc(C)cc2)nc1-c1cccc(C)c1 (stereo not given)
  i, i, 4, i, i, i, i, i, i, i, i
Cn1c(NC(=O)c2ccc(Cl)cc2)cc(=O)n(C)c1=O
  i, i, 1, i, i, i, i, i, i, i, i
Cc1cccc2nc(CSc3ccccc3N)cn12
  i, i, -12, i, i, i, i, i, i, i, i
COc1cc(OC)cc(C(=O)N2CCN=C2SCc2cccnc2)c1
  i, i, -4, i, i, i, i, i, i, i, i
O=C(NCc1ccncc1)c1cc(F)c(F)cc1Cl
  i, i, -7, i, i, i, i, i, i, i, i
Cc1ccc(CSc2sc(C(=O)c3ccccc3)c(N)c2C#N)cc1
  i, i, 1, i, i, i, i, i, i, i, i
O=C(O)c1cccc(NC(=O)c2ccc(S(=O)(=O)c3ccccc3)cc2)c1
  i, i, 2, i, i, i, i, i, i, i, i
CC(=O)CCC(=O)N1CCC(n2nccc2NC(=O)c2ccccc2C)CC1
  i, i, 8, i, i, i, i, i, i, i, i
COC(=O)CC1C(=O)NCCN1C(=S)NC(=O)c1ccccc1[N+](=O)[O-] (stereo not given)
  i, i, 15, i, i, i, i, i, i, i, i
COc1ccc(OC)c(CN2C(=O)c3ccccc3C2C(=O)NCc2cccnc2)c1 (stereo not given)
  i, i, -4, i, i, i, i, i, i, i, i
CCOC(=O)N1CCC(Nc2cccc(SC)c2)CC1
  i, i, 7, i, i, i, i, i, i, i, i
CCCOC(=O)c1c(NC(=O)CCCn2nc([N+](=O)[O-])cc2C)sc(C(=O)OC)c1C
  i, i, 26, i, i, i, i, i, i, i, i
CN(CC(=O)Nc1c(Cl)cccc1Cl)C(=O)c1ccccc1-c1nc2ccccc2s1
  i, i, 2, i, i, i, i, i, i, i, i
COc1ccc(S(=O)(=O)N2CCCCC2)cc1NC(=O)Cc1c[nH]c2ccccc12
  i, i, 4, i, i, i, i, i, i, i, i
Brc1ccc2c(c1)OCCOCCOCCOCCOCCO2
  i, i, 0, i, i, i, i, i, i, i, i
CCOC(=O)c1oc2cccc(O)c2c1C
  i, i, -4, i, i, i, i, i, i, i, i
Cc1ccc(Cl)cc1NC(=O)Nc1cccs1
  i, i, -5, i, i, i, i, i, i, i, i
CCOC(=O)c1c(NC(=S)Nc2ccccc2)sc2c1CCCCC2
  i, i, -4, i, i, i, i, i, i, i, i
COc1ccccc1N1CCN(CC(O)COc2cccc3ccccc23)CC1 (stereo not given)
  i, i, -4&-2, i, i, i, i, i, i, i, i
COc1ccc(-c2cc(C(F)(F)F)nc(N3CCN(c4ccc(F)cc4)CC3)n2)cc1OC
  i, i, -7, ., i, i, ., i, i, ., .
COc1ccc(OC)c(CC(=O)N2CCc3cc(OC)c(OC)cc3C2)c1
  i, i, 0, i, i, i, i, i, i, i, i
COc1cccc(N2C(=O)CN(Cc3ccc(OC)c(OC)c3)C2=S)c1
  i, i, -2, i, i, i, i, i, i, i, i
O=C(/C=C/c1ccccc1)OCN1C(=O)c2ccccc2C1=O
  i, i, -1, i, i, i, i, i, i, i, i
COc1ccc(Br)cc1CN(C)C(=O)c1ccccc1OCc1c(C)noc1C
  i, i, 0, i, i, i, i, i, i, i, i
CSc1nsc(SCC(=O)Nc2cccc(C(=O)O)c2)n1
  i, i, 3, i, i, i, i, i, i, i, i
COC(=O)C(O)(CC(=O)Nc1ccc(Cl)cc1Cl)C(F)(F)F (stereo not given)
  i, i, -5, i, i, i, i, i, i, i, i
COC(=O)Cn1ncc(N2C3CC(CC(C)(C)C3)C2C)c(Cl)c1=O (stereo not given)
  i, i, 0, i, i, i, i, i, i, i, i
CCOC(=O)C1=C(N)OC2=C(C(=O)CC(C)(C)C2)C1c1ccco1 (stereo not given)
  i, i, 0, i, i, i, i, i, i, i, i
Cc1ccnc(NC(=O)c2ccc(Cl)c([N+](=O)[O-])c2)c1
  i, i, -2, i, i, i, i, i, i, i, i
O=C(NCc1cccnc1)c1c(O)c2cccc3c2n(c1=O)CCC3
  i, i, -2, i, i, i, i, i, i, i, i
COc1ccc(C(=O)Nc2ccccc2C(=O)NCCN2CCOCC2)cc1OC
  i, i, 11, i, i, i, i, i, i, i, i
O=[N+]([O-])c1ccc(-c2cnc[nH]2)cc1
  i, i, -9, i, i, i, i, i, i, i, i
COc1cc(NC(=O)c2cc(Cl)ccc2Cl)ccc1-c1cc2ccccc2oc1=O
  i, i, 3, i, i, i, i, i, i, i, i
CN(C)c1cccc2c(C=C(C#N)C#N)ccc(N(C)C)c12
  i, i, 4, i, i, i, i, i, i, i, i
Cc1cc(/C=C(\C#N)C(=O)N2CCOCC2)c(C)n1C1CCCC1
  i, i, 4, i, i, i, i, i, i, i, i
Cc1cc(C)nc(SCc2csc(-c3ccccc3)n2)n1
  i, i, -5, i, i, i, i, i, i, i, i
COc1ccccc1CNC(=O)CCCn1nc(C)n2ccnc2c1=O
  i, i, -3, i, i, i, i, i, i, i, i
NC(=O)NC(=O)CSc1nnc(-c2ccco2)n1Cc1ccccc1
  i, i, -1, i, i, i, i, i, i, i, i
O=C(O)c1ccccc1C(=O)Nc1ccccc1
  i, i, -21, i, i, i, i, i, i, i, i
CCCN(Cc1nnc(-c2ccccc2Cl)o1)C(=O)c1oc2ccccc2c1C
  i, i, 2, i, i, i, i, i, i, i, i
Cc1nn(Cc2ccccc2)c(Cl)c1/C=N/NC(=O)c1cccnc1
  i, i, -10, i, i, i, i, i, i, i, i
COc1cccc(/C=N/NC(=O)c2nnn(-c3nonc3N)c2-c2cccs2)c1
  i, i, 5, i, i, i, i, i, i, i, i
CCOC(=O)C1C(c2ccc(C)o2)NC(=O)NC1(O)C(F)(F)F (stereo not given)
  i, i, -9, i, i, i, i, i, i, i, i
O=C(Nc1sc2c(c1C(=O)O)CCCCC2)c1ccccc1F
  i, i, -8, i, i, i, i, i, i, i, i
CCCn1c(/C=C/c2cc[n+](C)cc2)nc2ccccc21
  i, i, 2, i, i, i, i, i, i, i, i
Cc1cccc(/C=N/NC(=O)c2ccc(F)cc2)n1
  i, i, -8, i, i, i, i, i, i, i, i
C/C(=N\Nc1ccccn1)c1ccc(C(C)C)cc1
  i, i, 13, i, i, i, i, i, i, i, i
O=C(COC(=O)CCc1nc2ccccc2s1)Nc1ncc(Cl)cc1Cl
  i, i, -2, i, i, i, i, i, i, i, i
Cc1ccc(-n2nnc3c(=O)n(CC(=O)c4ccccc4)cnc32)cc1
  i, i, -9, i, i, i, i, i, i, i, i
O=C(Nc1ccccc1)O[C@@H]1C[C@H]2CCC(=O)N3CC[C@@H](C1)[C@@H]23
  i, i, 5, i, i, i, i, ., i, i, i
CCCCOc1ccc(C2(C)NC(=O)N(C)C2=O)cc1 (stereo not given)
  i, i, -1, i, i, i, i, i, i, i, i
CCOC(=O)c1[nH]c2ccccc2c1N=CN(CC)CC
  i, i, 0, i, i, i, i, i, i, i, i
COc1ccc(-c2nnc(SCC(=O)c3cccs3)o2)cc1
  i, i, 3, i, i, i, i, i, i, i, i
Cc1ccccc1C(=O)NN(C)c1nc2ccccc2nc1C(F)(F)F
  i, i, 14, i, i, i, i, i, i, i, i
Cn1cc([N+](=O)[O-])c(C(=O)NCC(=O)O)n1
  i, i, -3, i, i, i, i, i, i, i, i
COC(Cc1ccccc1N1CCCC1=O)OC
  i, i, 1, i, i, i, i, i, i, i, i
COc1ccc(N=C2C(=Nc3ccc(OC)cc3)N(c3ccccc3)C(=S)N2C(=O)c2ccc(Cl)cc2)cc1
  i, i, 4, i, i, i, i, i, i, i, i
COc1ccc(NS(=O)(=O)c2cccc(C(=O)NNC(=O)c3cccc(NC(C)=O)c3)c2)cc1
  i, i, 5, i, i, i, i, i, i, i, i
COC(=O)CC1SC(=O)NC1=O (stereo not given)
  i, i, 9, i, i, i, i, i, i, i, i
COc1ccccc1C(=O)Nc1ccc2c(c1)nc(CCNC(=O)c1ccco1)n2C
  i, i, 4, i, i, i, i, i, i, i, i

(next part)
Every second line gives: TRPC4 potent, TRPC4 inh, SKKanGAS inh, ANO1 block, TRPC6 inh, TRPC4 agonist, MrgX1 PAM, TMEM16A act, TRPC6 act, MrgX1 antagonist, MrgX1 ag
CC1CCC(NC(=O)C2CCN(c3nc4ccccc4s3)CC2)CC1 (stereo not given)
  i, i, 3, i, i, i, i, i, i, i, i
CC1CCc2nc(NC(=O)CSc3nc4ccccc4o3)sc2C1 (stereo not given)
  i, i, 20, i, i, i, i, i, i, i, i
O=C1CN(C(=O)c2ccccc2F)C(c2ccc(F)cc2)c2cc(F)ccc2N1 (stereo not given)
  i, i, 11, i, -5.3*, i, i, i, i, i, i
O=C(COC(=O)/C=C/c1ccc(Cl)cc1Cl)NCc1ccco1
  i, i, -3, i, i, i, i, i, i, i, i
Cc1cccc(Nc2nnc(SCC(=O)NC(=O)Nc3ccc4c(c3)OCCO4)s2)c1
  i, i, -13, i, i, i, i, i, i, i, i
Cn1c(CN2CCN(CC#N)CC2)c(C#N)c2ccccc21
  i, i, -3, i, i, i, i, i, i, i, i
COc1nnc(-c2ccc(C)cc2)c2ccccc12
  i, i, -2, i, i, i, i, i, i, i, i
